Screening data from PubChem BioAssay.
Tat export inh = inhibitors of E. coli Tat protein transport | E. coli MC4100 TorA-mCherry Tat export, fluorescence | inhibition, % at 10 µM | 340,000 compounds, 0.036% hits | AID 488895;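 active = mean replicate inhibition at least 50% and at least half of replicates individually reaching 50%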;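 note: exported cargo escapes ClpAP degradation while cytoplasmic cargo is degraded and loses fluorescence; 0% = median of neutral control wells and 100% = median of NaSCN control wells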
phage Ecoli inh = E. coli growth loss with phage present. growth absorbance. inhibition, % at 11.9 µM. 360,000 compounds, 0.26% hits; in the data active = inhibition above about 11%
PfHsp90 yeast 2 = inhibits growth of yeast expressing Plasmodium falciparum Hsp90 | S. cerevisiae expressing PfHsp90, BacTiter-Glo ATP, 48 h; yeast lacking PDR1 and PDR3 efflux regulators | inhibition, % at 9.4 µM | 310,000 compounds, 0.32% hits;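 active = every replicate shows inhibition above about 80%, whatever the replicate mean, limit read from the data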;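 note: 0% = DMSO neutral controls and 100% = 20 µM radicicol positive controls; yeast relying on Plasmodium falciparum Hsp90 in place of its own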
MOR-DOR inv ag = inverse agonists of human mu-delta opioid receptor heterodimerization. AID 504357. inhibition, % at 9.3 µM. 340,000 compounds, 0.21% hits. cell-based MOR-DOR heterodimer luminescence, inverse agonism. P35372+P41143; in the data active = inhibition above about 22%, passing the limit was not always enough;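 note: 0% = cells with DMSO and 100% = wells without cells with DMSO; values of inactives mirror those of a sister screen read the other way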
PKA-R1A act = activators of PKA-R1A complex; P00514+P68181; PKA-R1A dissociation, Cy5-IP20 fluorescence polarization; scaled: DMSO 0%, 113 µM cGMP 100%; activation, % at 11.4 µM; 340,000 compounds, 0.083% hits; AID 504707;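 active = percent activation above the mean of all tested compounds plus 3 SD, cut at about 19% in these data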;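 note: higher means more PKAc released from R1A so a rise in polarization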
E coli growth = reduces bacterial viability in AddAB counter-screen | 330,000 compounds, 0.27% hits | AID 449728 | inhibition, % at 11.9 µM | E. coli V3065 growth, OD600 absorbance, 18 h;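 active = inhibition above the campaign's mean inhibition across all tested compounds plus 3 SD, cut at about 9.9% in these data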;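 note: uninfected addAB+ strain grown without phage in ampicillin broth; 0% = DMSO wells and 100% = ciprofloxacin 0.95 µg/ml wells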
PKA-R2B activ = PKA-R2B complex activation | P22694+P31323 | PKA-R2B holoenzyme dissociation, Cy5-IP20 fluorescence polarization; R2B truncated from residue 108, S112A mutant; 0% DMSO only, 100% 113 µM cGMP | activation, % at 11.4 µM | 340,000 compounds, 0.079% hits | AID 504700;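 active = activation above a cutoff set at the mean over all compounds plus 3 SD, cut at about 18% in these data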;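 note: higher means more holoenzyme dissociation and a rise in polarization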
Target sequence (P31323 whole entry, looked up, other chains not shown, the tested form may be a part): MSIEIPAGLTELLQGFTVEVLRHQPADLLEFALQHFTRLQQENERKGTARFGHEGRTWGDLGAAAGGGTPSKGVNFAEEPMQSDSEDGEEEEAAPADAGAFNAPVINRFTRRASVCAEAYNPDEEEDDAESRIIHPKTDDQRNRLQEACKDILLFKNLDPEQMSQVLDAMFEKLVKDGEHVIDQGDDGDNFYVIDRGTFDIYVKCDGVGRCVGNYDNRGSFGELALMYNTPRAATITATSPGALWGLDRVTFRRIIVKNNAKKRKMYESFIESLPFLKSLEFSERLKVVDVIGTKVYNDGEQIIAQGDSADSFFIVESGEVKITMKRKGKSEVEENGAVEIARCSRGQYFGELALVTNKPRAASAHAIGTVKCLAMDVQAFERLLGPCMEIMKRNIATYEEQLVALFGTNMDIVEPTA
OPRM1-OPRD1 ag = agonists of human mu-delta opioid receptor heterodimerization | cells, OPRM1-OPRD1 heterodimerization, luminescence | activation, % at 9.3 µM | 340,000 compounds, 0.3% hits; in the data active = activation above about 18%;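 note: 0% = vehicle-treated cells and 100% = reference agonist; values of inactives mirror those of a sister screen read the other way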
AddAB inh = less growth of phage-infected E. coli with AddAB. inhibition, % at 11.9 µM. 330,000 compounds, 0.29% hits. E. coli expressing H. pylori AddAB, absorbance growth; in the data active = inhibition above about 12%;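 note: 0% = vehicle wells of infected cells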
HTR5A inv ag = inverse agonist of human HTR5A in OPRM1-OPRD1 counter-screen. inhibition, % at 9.3 µM. HTR5A cell line, luminescence, inverse agonism. 340,000 compounds, 0.083% hits. AID 504634. P47898; in the data active = inhibition mostly above about 23%, no sharp cut-off; inactive = mostly below about 18%;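 note: 0% = cells with DMSO and 100% = no-cell wells with DMSO; some compounds called inactive have numbers as strong as hits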
Target sequence (P47898 whole entry, looked up): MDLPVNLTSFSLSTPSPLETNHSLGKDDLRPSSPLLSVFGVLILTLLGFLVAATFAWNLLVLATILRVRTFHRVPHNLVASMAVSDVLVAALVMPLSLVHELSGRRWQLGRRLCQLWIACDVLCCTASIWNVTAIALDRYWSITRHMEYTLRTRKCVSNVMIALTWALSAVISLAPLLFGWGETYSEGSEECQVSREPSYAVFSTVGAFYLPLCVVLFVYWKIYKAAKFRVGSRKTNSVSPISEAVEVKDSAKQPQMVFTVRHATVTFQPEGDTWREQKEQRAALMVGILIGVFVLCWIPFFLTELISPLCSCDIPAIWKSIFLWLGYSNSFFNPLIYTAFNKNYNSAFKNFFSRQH
SUMO Mot1 rescue = blocks SUMOylation pathway, rescuing yeast Mot1-301 growth | S. cerevisiae Mot1-301 growth rescue, ATP luminescence, 38.5C; percent above DMSO median, 100 means doubled | growth rescue, % at 18.8 µM | 320,000 compounds, 1% hits | AID 2716;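 active = every valid replicate shows activation above 250% relative to neutral control wells; inactive = the rest, any valid replicate at or below 250%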;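 note: OY570 slx delta 5 strain wells were the positive control but not used for scaling; some compounds called inactive have numbers as strong as hits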
Numbers without * were called inactive; i = inactive; nt = no result given.

Compound	Tat export inh	phage Ecoli inh	PfHsp90 yeast 2	MOR-DOR inv ag	PKA-R1A act	E coli growth	PKA-R2B activ	OPRM1-OPRD1 ag	AddAB inh	HTR5A inv ag	SUMO Mot1 rescue
COCCCN(C(=O)c1cccnc1SC)c1c(N)n(Cc2ccccc2)c(=O)[nH]c1=O	-2	2.6	nt	14	7	-1.5	6	-2.4	-1.4	2	3
Cc1cccc(S(=O)(=O)Nc2nc3ccccc3nc2NCC2CCCO2)c1 (stereo not given)	-8	0.7	1	1	2	-1.3	-5	-0.3	-1.4	5	3
CCn1cc(/C=C(\NC(=O)c2ccccc2)C(=O)N2CCOCC2)c2ccccc21	-2	0.2	5	5	-7	nt	4	-0.8	nt	8	nt
Oc1ccccc1Nc1ncnc2c1oc1ccccc12	-3	-0.7	2	20	-5	0.4	-14	-4.1	1.3	2	23
CCOC(=O)C1CCCN(S(=O)(=O)c2ccc3c(c2)N(C)C(=O)CC(=O)N3C)C1 (stereo not given)	3	1.0	12	12	-15	0.9	13	-2.3	0.9	-14	-14
CC(=O)Nc1ccc(NS(=O)(=O)c2ccc(Cl)s2)cc1	-5	2.0	-16	3	-12	1.1	-7	-0.6	2.4	-14	15
NC(=O)c1ccc(C(=O)c2ccc([N+](=O)[O-])cc2)cc1	5	0.8	-15	-10	-15	1.8	-9	2.0	2.7	-21	3
Cc1cccc(-c2cc(C(=O)N/N=C/c3cccnc3)c3ccccc3n2)c1	3	1.0	6	5	-10	1.5	-5	-1.0	0.6	-14	7
Cc1ccc(S(=O)(=O)N[C@H](C(=O)N2CCC3(O)CCCCC3C2)c2ccccc2)cc1 (stereo not given in full)	-5	2.3	9	8	-10	0.0	-1	-1.3	0.5	-33	-5
CCC(C)NC(=O)CSc1nc2ccsc2c(=O)n1NC(=O)c1ccccc1 (stereo not given)	-4	0.9	-9	14	-12	-1.3	-3	-3.3	3.7	-1	6
CC(=O)n1c2ccccc2c2ccccc21	3	-0.2	-24	6	-2	-1.8	-4	-1.0	0.3	4	7
Cc1nc2ccccc2n1S(=O)(=O)c1ccc(S(=O)(=O)N2CCCCCC2)cc1	-10	2.5	-12	8	-3	0.4	3	-1.7	-0.3	-37	i
CCOc1ccccc1N1CCN(CC(=O)Nc2ccnn2C2CCCC2)CC1	-3	-3.1	nt	3	4	0.7	4	-0.7	1.5	26	18
CCSc1cc(N2CC(C)OC(C)C2)nc(-c2ccccc2Cl)n1 (stereo not given)	0	1.5	21	-24	-4	1.3	5	4.4	4.9	-27	94
CN/C(=C\[N+](=O)[O-])NCCSCc1csc(CN(C)C)n1	-12	2.1	-2	7	-6	-0.1	-4	-1.2	0.3	-9	173
Cc1cccc(N=[N+]([O-])c2cccc(C)n2)n1	-3	1.8	0	12	-3	0.4	3	-2.4	0.1	-9	nt
CCOC(=O)c1ccc(NS(=O)(=O)c2c(C)n[nH]c2C)cc1	2	-1.5	-3	5	0	0.1	0	-1.3	2.3	-3	-18
CC(=O)Cc1cc(=O)c2c(C)cc(O)c(C3OC(CO)C(O)C(O)C3O)c2o1 (stereo not given)	4	0.3	-21	6	-4	0.2	-14	-1.1	1.0	24	-4
Cn1cc(SCC(=O)NCc2ccc(F)cc2)c2ccccc21	-11	1.8	4	2	0	2.3	0	-0.5	-0.7	0	-12
NC(=O)c1ncn([C@@H]2O[C@H](CNS(=O)(=O)c3cc(S(=O)(=O)c4ccccc4)cs3)[C@@H](O)[C@H]2O)n1	10	1.9	4	9	-3	nt	1	-1.8	nt	2	nt
CCc1ccc2nc3c(c(C(=O)O)c2c1)CCC3	-9	1.4	nt	22	2	1.3	-10	-4.8	3.9	-7	3
CCOc1ccccc1C(=O)OCC(=O)Nc1cccc(S(=O)(=O)NC2=NCCCCC2)c1	-2	0.9	4	6	-5	nt	-7	-1.2	nt	-15	nt
N#C/C(=C\c1ccc([N+](=O)[O-])cc1)c1nc(C2CC2)cs1	-2	3.7	-42	-38	0	0.4	-9	5.7	0.3	21	-2
C/C(=N\NC(=O)c1ccc(N2CCCC2=O)cc1)c1ccncc1	-4	2.5	20	8	-3	-0.7	-9	-1.6	0.7	9	5
Cn1ncc(Cl)c1C(=O)N1CCN(S(=O)(=O)c2cccs2)CC1	10	-0.2	-6	9	5	1.0	-8	-1.8	5.1	3	204
CCC(C(=O)NC1CCCC1)N(Cc1cccs1)C(=O)Cn1nnc(-c2ccc(OC)c(OC)c2)n1 (stereo not given)	2	0.3	8	2	2	0.4	-14	-0.4	-0.8	-10	28
CC(C)N(C(=O)COC(=O)[C@@H]1CC(O)CN1S(=O)(=O)c1ccc(C(C)(C)C)cc1)C(C)C (stereo not given in full)	-3	4.0	-41	-8	0	0.3	-2	1.5	3.6	7	-3
CCC1=Nc2cc(C(=O)NCCN3CCOCC3)ccc2Sc2ccc(C)cc21	8	1.3	0	-3	4	0.8	-15	0.6	1.7	-1	2
O=C(c1ccc([N+](=O)[O-])cc1)N1CCSC1c1ccccc1Cl (stereo not given)	1	2.1	-17	-8	-10	-2.7	-9	1.8	0.1	0	115
Nc1cc(OCC(F)(F)F)cc(OCC(F)(F)F)c1	8	2.1	-4	7	-8	1.1	-11	-1.4	1.3	1	-9
Cc1cccc(N2C(=O)c3ccc(C(=O)Nc4c[nH]c(=O)[nH]c4=O)cc3C2=O)c1	-2	1.2	-57	3	11	-1.5	0	-0.6	0.4	-3	-1
Cc1ccc(S(=O)(=O)/N=C(\c2ccc(F)cc2)n2c(C)nc3ccccc32)cc1	1	3.2	-5	1	12	-0.3	1	-0.1	-0.7	8	0
O=C(CSc1nc2ccccc2[nH]1)Nc1ccc2c(c1)CCC2	-17	5.0	3	-23	4	7.3	-4	4.6	18*	-9	9
CCCCC[n+]1ccn(-c2nc3ccccc3nc2[N-]S(=O)(=O)c2ccc(C)cc2)c1	13	0.0	-31	-3	-18	-0.2	-9	0.6	-0.8	10	202
CC(Oc1cccc(Cl)c1)C(=O)Nc1ccc([N+](=O)[O-])cn1 (stereo not given)	-1	4.5	-44	-29	2	-0.8	-1	5.0	0.4	2	1
COC(=O)c1ccc(CSc2ncnc3c2sc2nc(N4CCOCC4)c4c(c23)CCCC4)o1	-1	3.0	-14	11	-5	1.4	3	-2.2	3.1	15	166
CCOC(=O)N1CCN(C(=O)Nc2ccc3nc(C)c(C)nc3c2)CC1	12	2.5	-4	-15	0	2.7	0	2.8	-0.2	-32	-11
CC1(C)CC(=O)C=C(c2cccc(Br)c2)C1	-5	-0.5	-8	-4	0	-2.0	-10	0.7	-0.9	-5	-4
COc1ccc(C(=O)CSc2cc(C)nc3nc(C)nn23)cc1OC	-9	-0.2	-14	4	-3	3.2	-5	-0.7	1.4	6	-20
Cc1ccc(C(=O)CCC(=O)OCC(=O)N2c3ccccc3NC(=O)C2(C)C)cc1	0	1.2	-11	9	-1	nt	-7	-1.4	nt	-8	nt
O=C(Cn1c(=O)cnc2ccccc21)NNC(=O)c1ccccc1Cl	0	3.4	-33	11	-9	1.1	7	-2.7	0.9	0	-12
COc1ccc(C2CC(=O)Oc3cc(O)ccc32)cc1 (stereo not given)	-8	2.2	-17	12	1	1.1	4	-2.4	-1.9	-5	nt
CN(c1ccccc1)S(=O)(=O)c1cccc(NC(=O)CN2CCc3ccccc3C2)c1	0	-0.2	25	-6	-3	-1.8	-9	1.2	2.2	1	-11
Clc1nc2nc3n(c2nc1Cl)CCC3	-5	3.3	0	12	-16	0.6	-10	-2.3	2.1	-3	117
O=C(O)c1ccc(-c2ccc(/C=N/Nc3ccc([N+](=O)[O-])cc3)o2)cc1	2	0.7	-27	10	-20	2.1	-9	-1.9	-0.5	11	197
CCOC(=O)c1cnc2c(c(C)nn2C)c1Oc1ccccc1F	-1	0.7	-6	-3	-3	-1.4	5	0.6	1.3	4	-5
Cc1ccc(-c2nc3ccc(C(=O)O)cc3nc2-c2ccc(C)cc2)cc1	-5	0.6	nt	-1	3	-0.2	0	0.1	-0.7	-12	79
CC1(C)CC(=O)c2c(-c3cccs3)n[nH]c2C1	-3	4.0	-44	15	-8	1.6	-3	-3.5	2.8	-8	-4
COc1cc(C2Nc3ccccc3C(=O)N2c2ccc3c(c2)OCCO3)ccc1OCC(C)C (stereo not given)	-4	1.6	20	10	-12	-1.9	4	-1.9	0.2	6	-9
CCCN(CCC)CCCNC(=O)c1cn(C)c2ccc(S(=O)(=O)N(C)C3CCCCC3)cc2c1=O	0	1.6	-18	22	-3	-0.4	-3	-4.4	-0.3	-8	-9
CN(C)c1cccc(N=C2C=C(N3CCOCC3)CC(C)(C)C2)c1	0	1.2	-5	0	1	-1.3	-8	0.0	0.1	20	284
COc1ccc(O)c(C(=O)c2cnn(C(=O)c3ccc(C)cc3)c2)c1	10	-1.7	-4	6	15	-1.9	1	-1.6	0.9	15	23
CCN(CC)c1ccc(-c2nn3c(-c4cccnc4)nnc3s2)cc1	10	2.0	9	5	-6	nt	-5	-0.9	nt	-6	nt
CCSc1nnc(NC(=O)C(C)C)s1	-9	1.0	-18	5	3	1.3	0	-0.8	0.6	6	-13
CCOC(=O)N1CCN(C(=O)C(NC(=O)c2ccco2)C(C)C)CC1 (stereo not given)	-5	0.7	1	13	-5	1.3	3	-2.6	-0.4	-12	-20
CCOC(=O)c1cc(C)[nH]c(=O)c1C#N	-4	1.8	9	5	2	-0.1	2	-1.1	0.3	-8	-15
O=C1NC(c2cccc([N+](=O)[O-])c2)Oc2ccccc21 (stereo not given)	19	6.3	-30	2	-2	0.3	-3	-0.3	2.5	5	-10
CCOc1ncccc1C(=O)OCC(=O)Nc1cc(S(=O)(=O)N(CC)CC)ccc1C	1	4.3	32	-2	-12	0.4	10	0.3	4.3	-2	29
COc1cccc(-c2ccc3ncnc(NCc4cccnc4)c3c2)c1	1	0.2	34	1	-6	-0.4	1	-0.2	2.2	-15	-9
COC(=O)c1ccccc1N1C(=O)[C@@H]2C(c3ccc(Br)cc3)=NO[C@@H]2C1=O	10	-4.0	-151	8	5	3.3	2	-1.9	5.5	8	-3

(further entries)
Compound	Tat export inh	phage Ecoli inh	PfHsp90 yeast 2	MOR-DOR inv ag	PKA-R1A act	E coli growth	PKA-R2B activ	OPRM1-OPRD1 ag	AddAB inh	HTR5A inv ag	SUMO Mot1 rescue
Cc1ccc(CNC(=O)CCSCc2cccc(F)c2)cc1	-7	-6.9	-33	-5	0	0.3	-10	1.1	2.1	-9	-4
Cc1ccc2oc(=O)n(CCOc3ccccc3C)c2c1	-5	0.5	2	-42	-7	1.9	6	9.0	-0.3	-15	4
CNC(=O)CCN(Cc1ccco1)S(=O)(=O)c1ccc(OC)c(OC)c1	-7	-2.1	2	15	7	-3.2	5	-2.8	-1.7	-7	-2
CC(C)N1CCC(N2CCN(CCCc3ccccc3)CC2CCO)CC1 (stereo not given)	5	7.2	31	-2	5	-0.7	-9	0.4	1.6	-19	-6
